A549 tox: Nrf2 qHTS screen for inhibitors: counterscreen for cytotoxicity | A549 ARE-Fluc cells, CellTiter-Fluor viability, 18-24 h | Potency, µM (titrated, usually from 46 µM), for inactives: at the top dose activity change, negative = cytotoxicity, hits mostly inhibitors | 390,000 tested, 0.16% active | AID 504648, 2011; note: potency is the fitted concentration of half-maximal effect; % is set by controls: 0 for no effect and ±100 for the full control effect
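A549 ARE-Fluc cells in 5% FBS OPTI-MEM, 5000 cells/well, rested 2 h then exposed to compounds in concentration-response for 18-24 h at 37 °C. Viability by CellTiter-Fluor fluorescence (Ex 405/Em 525) after 30 min; luciferase luminescence (BugLite, 15 min, RT) read afterwards.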
Nrf2 ARE act: qHTS of Nrf2 Activators | AREc32 ARE-luciferase reporter (MCF7-derived line), luminescence, 24 h | Potency, µM (doses to about 46.1 µM), inactives show at the top dose activation, actives largely listed as activators | 410,000 tested, 0.31% active | AID 624171, 2012; note: potency is the fitted concentration of half-maximal effect; % of control where 0% means no effect; nearly all actives have a fitted effect of over 65% in size
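Cells of the AREc32 ARE-luciferase line are plated in OPTI-MEM containing 5% FBS and left overnight at 37 deg C. Compounds are pinned in, incubation continues 24 hr, and firefly luciferase signal is then measured.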
EPAC2 antag: qHTS for Antagonist of cAMP-regulated guanine nucleotide exchange factor 2 (EPAC2): primary screen | EPAC2 GEF exchange of Rap1B-BODIPY-GDP, fluorescence | Potency, µM (highest dose often 114 µM), for the others: top-dose activity, negative = inhibition, actives largely listed as inhibitors | Rap guanine nucleotide exchange factor 4 (Homo sapiens), Q8WZA2 | 360,000 tested, 0.18% active; note: potency is the fitted concentration of half-maximal effect; % is set by controls: 0 for no effect and ±100 for the full control effect; nearly all actives have a fitted effect of over 45% in size; many of its hits are not listed in these tables
Target sequence (Q8WZA2 whole entry, looked up): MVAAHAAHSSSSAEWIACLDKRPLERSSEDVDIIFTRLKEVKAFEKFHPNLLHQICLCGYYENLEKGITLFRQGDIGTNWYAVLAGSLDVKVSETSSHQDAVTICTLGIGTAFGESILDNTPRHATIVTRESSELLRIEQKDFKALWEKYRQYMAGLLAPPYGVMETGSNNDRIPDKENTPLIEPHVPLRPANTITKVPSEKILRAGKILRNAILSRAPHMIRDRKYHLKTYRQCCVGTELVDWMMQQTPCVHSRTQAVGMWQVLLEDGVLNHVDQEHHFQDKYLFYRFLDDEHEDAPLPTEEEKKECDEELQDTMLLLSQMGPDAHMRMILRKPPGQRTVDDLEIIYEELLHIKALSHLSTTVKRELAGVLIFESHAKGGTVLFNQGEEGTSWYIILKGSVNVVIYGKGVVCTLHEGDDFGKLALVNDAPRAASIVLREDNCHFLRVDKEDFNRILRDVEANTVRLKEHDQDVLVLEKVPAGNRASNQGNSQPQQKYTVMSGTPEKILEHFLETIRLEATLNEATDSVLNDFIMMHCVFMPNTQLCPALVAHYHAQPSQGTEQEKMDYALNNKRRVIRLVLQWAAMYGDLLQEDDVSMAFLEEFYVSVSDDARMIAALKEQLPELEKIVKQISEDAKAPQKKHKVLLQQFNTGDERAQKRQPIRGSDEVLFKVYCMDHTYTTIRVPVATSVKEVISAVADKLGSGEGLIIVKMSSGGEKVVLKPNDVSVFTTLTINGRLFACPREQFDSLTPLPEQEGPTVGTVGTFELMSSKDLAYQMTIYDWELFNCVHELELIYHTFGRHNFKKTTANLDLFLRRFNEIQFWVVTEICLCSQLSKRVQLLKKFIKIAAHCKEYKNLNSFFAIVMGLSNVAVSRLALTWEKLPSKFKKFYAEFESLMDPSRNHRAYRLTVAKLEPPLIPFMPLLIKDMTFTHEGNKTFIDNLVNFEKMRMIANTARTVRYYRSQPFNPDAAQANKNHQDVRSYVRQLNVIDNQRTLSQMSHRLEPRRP
Akt phos inh: HTS Assay for Inhibitors of Akt Phophorylation: Primary Screen | activity change, % for hits at 50 µM | AID 651550, 2012 | 360,000 tested, 0.32% active | Neuro2A IGF-stimulated pAkt S473 HTRF, 20 min; active compounds read low; in the data active = activity change below about -80%; inconclusive = mostly about -51% to -80%; note: % is set by controls: 0 for no effect and ±100 for the full control effect
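Single-point screen (50 µM final compound) in Neuro2A cells stimulated 20 min with 6 nM IGF at 37 deg C. After lysis, Ser473-phosphorylated Akt read by HTRF (ex 330 nm, em 615/665 nm) as the 665/615 ratio.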
Mm-Cpn inhibitor: Inhibitors of TCP-1 ring complex (TRiC) of Methanococcus maripaludis (MmCpn): qHTS; 330,000 tested, 0.031% active; purified Mm-Cpn ATPase, ADP Transcreener TR-FRET; Chaperonin Mm-Cpn (Methanococcus maripaludis); Potency, µM (highest dose often 76.9 µM), for the others: top-dose activity, negative = inhibition, most hits filed as inhibitors; note: potency is the fitted concentration of half-maximal effect; % is set by controls: 0 for no effect and ±100 for the full control effect; nearly all actives have a fitted effect of over 80% in size
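ATP (10 uM final) was added to archaeal chaperonin (25 nM final) after 10 min exposure to test compound at 37°C; after 30 min further incubation, ADP was detected by competitive TR-FRET.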
EPAC2 ag: qHTS for Agonist of cAMP-regulated guanine nucleotide exchange factor 4 (EPAC2): primary screen. 360,000 tested, 0.079% active. Potency, µM (series often up to 154 µM), for inactives: at the highest dose activation, actives largely listed as activators. EPAC2 activation, biochemical qHTS; response scale: 100% = 6.5 mM cAMP response; note: potency is the fitted concentration of half-maximal effect; nearly all actives have a fitted effect of over 50% in size
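Guanine nucleotide exchange by EPAC2 is measured as reduced fluorescence of BODIPY-GDP once it is released from 250 nM Rap1B. Plates are read kinetically for 30 min at room temperature; results are scaled to 6.5 mM cAMP.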
Nrf2 block: Nrf2 qHTS screen for inhibitors | Potency, µM (highest dose often 46 µM), for inactives: top-dose activity change, negative = inhibition, actives largely listed as inhibitors | AID 504444, 2011 | 360,000 tested, 2.1% active | A549 ARE-Fluc reporter, luciferase luminescence, 18-24 h; note: potency is the fitted concentration of half-maximal effect; % is set by controls: 0 for no effect and ±100 for the full control effect; nearly all actives have a fitted effect of over 60% in size
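In this cell-based qHTS, ARE-driven firefly luciferase in A549 cells reports Nrf2 activity; the luminescent signal after BugLite lysis is the measured value, with a prior CellTiter-Fluor read for cell health.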
TGFb inhibitor: qHTS for Inhibitors of TGF-b | HepG2 CAGA-GFP TGF-b/SMAD3 reporter, GFP fluorescence, 18 h; TGF-beta stimulated, 500 pg/mL final | Potency, µM (titrated, usually from 46.1 µM), inactives show top-dose activity, negative = inhibition, actives largely listed as inhibitors | 410,000 tested, 1.2% active; note: potency is the fitted concentration of half-maximal effect; % is set by controls: 0 for no effect and ±100 for the full control effect; nearly all actives have a fitted effect of over 65% in size
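GFP signal (ex488/em500-530) from TGF-beta-stimulated HEPG2 CAGA-GFP cells, 500 pg/mL final, 18 h at 37 degrees C in DMEM plus 1% FBS, normalized to unstimulated and DMSO-stimulated controls.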
CCT chaperon mod: High-Throughput Screening for Modulators of Cytosolic Chaperonin Activity. 360,000 tested, 0.3% active. purified chaperonin ATPase assay, HTRF ADP detection, 30 min. activity change, % (concentration not given with the values), hits read low; in the data active = activity change below about -30%; note: % is set by controls: 0 for no effect and ±100 for the full control effect
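We incubate TRiC, 40 or 20 nM final, with library compounds at 76 uM and 10 uM ATP for 30 min at 37 °C. ADP formed is detected with Transcreener HTRF reagents after 30 min at room temperature.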
* = called active by the depositor; i = inactive; u = inconclusive; x = not tested or not shown; [ ] = dose if it differs, or a comment. Unless noted, calls come from the whole dose curve; as a rule, active = well fitted curve in the direction sought with a large enough effect; inconclusive = small, poorly fitted or top-dose-only effect, or another doubt; inactive = no such curve, though single readings can be large; an effect the other way counts as inactive or inconclusive. This is a subset; the hit share may differ from the screen's.

SMILES | A549 tox | Nrf2 ARE act | EPAC2 antag | Akt phos inh | Mm-Cpn inhibitor | EPAC2 ag | Nrf2 block | TGFb inhibitor | CCT chaperon mod
CN(CCc1ccccc1)c1cc2c(c3c1ccn3C)C1CCC2O1 (stereo not given) | x | 5.4% | -6% | i | x | 25% | x | u | -3.7
COc1ccc(C(=O)N/C(=C/c2ccco2)C(=O)NC2CCS(=O)(=O)C2)cc1 (stereo not given) | 0% | 0.1% | 4% | i | 1% | 2% | 4% | -15% | 0.5
O=C(Nc1nc(-c2ccccn2)cs1)c1cccc(S(=O)(=O)N2CCOCC2)c1 | u | 0.7% | -6% | i | -4% | 7% | 3.3µM* | -25% | 0.0
NC(=O)C1(C(N)=O)OC1c1ccc(Cl)cc1Cl (stereo not given) | -3% | 0.2% | 13% | i | -1% | 5% | 11% | 3% | -0.6
C=CCN1C(=O)C(C)(C)N(C(=O)c2cccc([N+](=O)[O-])c2)c2ccccc21 | -6% | -0.4% | -21% | i | 1% | 15% | -14% | -19% | -0.5
Cc1ccc(C)c(S(=O)(=O)Nc2ccc(-n3cnnn3)cc2)c1 | 3% | -0.5% | -28% | i | 0% | 0% | -4% | -5% | 3.0
COc1ccccc1-c1cc(C(F)(F)F)nc(S(=O)(=O)CCCC(=O)Nc2cc(C)ccc2O)n1 | -11% | 1.5% | x | x | x | x | -11%[9.27 µM] | 1% | x
CCn1c(SCC(=O)c2c(N)n(C3CC3)c(=O)[nH]c2=O)nnc1-c1ccccc1OC | -2% | -0.9% | -1% | i | -5% | 13% | 13% | 4% | 0.5
O=S(=O)(Nc1ccc(O)cc1)c1cccc2cccnc12 | -2% | -0.1% | -13% | i | -1% | 4% | 7% | -3% | 2.3
O=C(c1cccs1)N1CCc2ccccc2C1 | -2% | 5.9% | 0% | i | 0% | -6% | 11% | 1% | 0.1
COc1ccccc1CN1CC(C(=O)N(C)Cc2ccncc2C)CCC1=O (stereo not given) | -3% | -0.6% | 8% | i | 1% | 1% | 9% | 3% | -3.9
OC[C@@H]1CN(Cc2ccc(-c3ccccc3)cc2)C[C@H](n2cnc3c(Nc4ccccc4)ncnc32)O1 | x | -0.9% | 5% | i | x | 2% | x | 10µM* | -0.7
O=C(CCc1nnc(CCCCc2ccccc2)o1)N1CCN(CCO)CC1 | 0% | 0.2% | -5% | i | -5% | 5% | 3% | -8% | -0.1
O=C(c1cc2c(s1)-c1ccccc1S(=O)(=O)C2)N1CCN(Cc2ccccc2)CC1 | -15% | 3.4% | -12% | i | 0% | 5% | 18µM* | -37% | 0.2
O=C(Cc1ccsc1)NCC(=O)Nc1ccccc1Br | -2% | -0.5% | -13% | i | -1% | 10% | -1% | -3% | -1.4
CCCCCn1c(CNC(=O)CCC)nc2ccccc21 | 16% | 3.1% | 6% | i | -2% | 7% | -9% | -4% | -1.1
COc1ccc(C(C)NC(=O)c2ccccc2Cl)cc1OC (stereo not given) | -8% | -0.4% | 5% | i | 2% | 3% | -7% | 1% | -1.7
O=C(NCc1ccc(Cl)cc1)c1cnc2sc(N3CCOCC3)nn2c1=O | 2% | 0.5% | x | x | x | x | u | -15% | x
O=C(c1cc(-c2cccs2)on1)N1CCCCC1 | 11% | 0.4% | 9% | i | -1% | -8% | u | -7% | -2.2
COCCNc1nnc(SCC(=O)c2cc(C)n(C3CC3)c2C)s1 | x | -2.1% | u | i | x | 7% | x | 5% | -0.2
Cc1cc(Cl)c(C)c(S(=O)(=O)N2CCN(C(=O)C3CCCO3)CC2)c1Cl (stereo not given) | 1% | -1.0% | 11% | i | 0% | -5% | -21% | 9% | -0.9
CC(C)CCN1CCNC(=O)C1CC(=O)NCCCN1CCOCC1 (stereo not given) | -9% | 0.1% | 4% | i | -2% | 6% | 1% | 4% | -2.5
CCC(CC)c1nnc(NC(=O)C2=COCCO2)s1 | -2% | 2.5% | -2% | i | -1% | -5% | 25% | 1% | -1.7
CCCOc1ccc(NC(=O)CC2C(=O)N(Cc3ccccc3)C(=S)N2Cc2cccs2)cc1 (stereo not given) | u | -0.8% | 1% | i | 0% | 13% | u | u | -1.9
C[C@@H]1CN([C@@H](C)CO)C(=O)CCCn2cc(nn2)CO[C@H]1CN(C)S(=O)(=O)c1ccc(Cl)cc1 | x | 0.1% | 1% | i | x | 5% | x | -16% | 2.4
CCOCc1nnc(NC(=O)c2cc(C(=O)OC)cc([N+](=O)[O-])c2)s1 | 0% | -0.6% | 4% | i | 2% | -9% | -4% | 2% | -0.2
CCCCc1nc(NCc2ccccc2)c(C#N)c2c1CCCC2 | 1% | -0.3% | -24% | i | 1% | 9% | 19% | -6% | -3.5
CCC12CN(C(=O)c3ccc(C)cc3)CC(CC)(CN(C(=O)c3ccc(C)cc3)C1)C2=O | -11% | -0.5% | 0% | i | 2% | -4% | 22% | 1% | -1.1
CCOC(=O)CNS(=O)(=O)c1cc(-c2n[nH]c(=O)c3ccccc23)ccc1C | -10% | 0.6% | 11% | i | -4% | 3% | 1% | -30% | -4.0
O=C(CNc1n[nH]c(=O)[nH]c1=O)N/N=C/C=C/c1ccccc1 | -1% | -0.7% | -2% | i | 0% | 4% | 7% | -7% | 1.3

The list goes on; the last three above are carried over.
SMILES | A549 tox | Nrf2 ARE act | EPAC2 antag | Akt phos inh | Mm-Cpn inhibitor | EPAC2 ag | Nrf2 block | TGFb inhibitor | CCT chaperon mod
CCC12CN(C(=O)c3ccc(C)cc3)CC(CC)(CN(C(=O)c3ccc(C)cc3)C1)C2=O | -11% | -0.5% | 0% | i | 2% | -4% | 22% | 1% | -1.1
CCOC(=O)CNS(=O)(=O)c1cc(-c2n[nH]c(=O)c3ccccc23)ccc1C | -10% | 0.6% | 11% | i | -4% | 3% | 1% | -30% | -4.0
O=C(CNc1n[nH]c(=O)[nH]c1=O)N/N=C/C=C/c1ccccc1 | -1% | -0.7% | -2% | i | 0% | 4% | 7% | -7% | 1.3
COc1cccc(CNC(=O)CN2C(=O)NC(Cc3ccccc3)(c3ccccc3)C2=O)c1 (stereo not given) | -3% | 0.2% | 1% | i | 0% | 9% | 0% | -19% | -0.8
Cc1ccc(SC(C)c2nc(-c3ccccc3)no2)cc1 (stereo not given) | 16% | 3.0% | -6% | i | 1% | -5% | u | 7% | 1.3
Cc1ccc(N(C)S(=O)(=O)c2cccc(C(=O)Nc3ccc(N4CCOCC4)cc3)c2)cc1 | 7% | 2.3% | -19% | i | 0% | 19% | u | -24% | -0.9
CCCCSc1ncnc2[nH]ncc12 | 5% | 2.3% | 6% | i | 0% | 6% | u | 2% | 0.7
Cc1nc(NC(=O)CSc2nnc(C)n2CC2CCCO2)sc1C (stereo not given) | -4% | -0.5% | -4% | i | -2% | 4% | -3% | 2% | -0.2
CCOC(=O)c1[nH]cc(-c2ccccc2)c1N1CCOCC1 | 0% | 0.0% | -2% | i | -7% | -13% | -26% | -8% | -3.6
O=C(O)C(C(O)c1ccccc1)[n+]1ccccc1 (stereo not given) | 0% | -0.3% | 25% | i | 1% | 5% | 13% | -3% | -1.2
COc1ccc(CNC(=O)Cc2c(C)c3cc4c(C)coc4cc3oc2=O)cc1 | -1% | 0.2% | x | x | x | x | -5% | 8% | x
CCOC(=O)CSc1cn2c(n1)CCC2 | 2% | -0.7% | 4% | i | -10% | 0% | 5% | -25% | -4.1
COc1ccc(NC(=O)Cn2c(=O)n(Cc3ccco3)c(=O)c3oc4ccccc4c32)cc1Cl | -5% | 7.2% | x | x | x | x | 6% | u | x
Cc1ccc(-n2nc3c(N4CCC(C(=O)NCCc5ccco5)CC4)nnc(C)c3c2C)cc1 | -18% | 2.7% | -5% | i | -9% | 4% | -16% | u | -3.1
O=C(CSc1nnnn1C1CCCCC1)Nc1nc2c(s1)CCCC2 | -1% | 7.2% | -10% | i | x | 28% | -7% | -24% | 0.5
CC(=O)CC1c2cc(F)ccc2C=C(c2ccsc2)N1c1ccc(C#CC2(O)CCCCC2)cc1 (stereo not given) | x | 0.8% | 3% | i | x | 8% | x | x | -1.3
CCOC(=O)CN1C(=O)NC2(CCCc3ccccc32)C1=O (stereo not given) | -2% | -0.2% | -2% | i | -3% | 8% | 12% | 0% | 0.2
COCCNC(=O)Cn1nc(C(F)(F)F)c(Br)c1C | 4% | -0.8% | 2% | i | 1% | 9% | 1% | 32%[activator] | -2.2
COc1cc(NC(=O)Cc2c(C(=O)O)[nH]c3ccccc23)cc(OC)c1OC | -10% | 0.0% | -2% | i | 3% | 4% | 11% | -3% | 1.4
O=C(CSc1ccccc1)N1CCN(c2ccccc2)CC1 | -3% | -0.9% | 7% | i | -2% | 2% | 16% | -4% | -1.6
O=C(Nc1ccc2ccccc2c1)N1CCCN(CCOc2ccccc2)CC1 | 1% | 3.3% | 6% | i | -1% | 0% | 6% | -28% | 0.8
Cc1ccn2cc(C(=O)N3CCN(c4cnn(-c5ccccc5)c(=O)c4Cl)CC3)nc2c1 | 15% | 3.4% | -8% | i | -4% | 4% | -27% | 2% | 1.6
Cc1nnnn1/C(=C\c1ccccc1)C(=O)OCC(=O)N1CC2(C)CC1CC(C)(C)C2 (stereo not given) | -19% | u | 4% | i | 2% | -2% | 5% | u | 0.7
Cc1ccc(C)c(S(=O)(=O)NCC(=O)NCc2ccco2)c1 | -6% | 0.1% | 7% | i | 1% | 4% | 1% | 6% | -1.9
